Source: PubChem
FXIIa inh – factor XIIa (human) inhibition; purified FXIIa, Boc-QGR-AMC fluorogenic substrate, 2 h; inhibition, % at 5 µM; P00748; 220,000 tested, 0.3% active; AID 800; in the data active = inhibition above about 40%;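 note: 0% = enzyme with no compound and 100% = blank without enzyme; many of its hits are not listed in these tables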
Target sequence (P00748 20-372 limits assumed): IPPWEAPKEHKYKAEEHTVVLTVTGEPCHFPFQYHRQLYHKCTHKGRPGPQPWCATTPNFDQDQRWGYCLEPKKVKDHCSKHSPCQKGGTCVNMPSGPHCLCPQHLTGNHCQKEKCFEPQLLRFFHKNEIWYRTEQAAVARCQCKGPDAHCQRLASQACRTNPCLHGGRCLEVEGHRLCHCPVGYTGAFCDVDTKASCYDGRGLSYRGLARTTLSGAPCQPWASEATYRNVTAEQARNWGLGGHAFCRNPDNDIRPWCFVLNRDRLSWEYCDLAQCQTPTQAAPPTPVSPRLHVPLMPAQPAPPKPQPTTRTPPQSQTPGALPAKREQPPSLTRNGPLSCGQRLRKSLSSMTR
Target sequence (P00748 373-615 limits assumed): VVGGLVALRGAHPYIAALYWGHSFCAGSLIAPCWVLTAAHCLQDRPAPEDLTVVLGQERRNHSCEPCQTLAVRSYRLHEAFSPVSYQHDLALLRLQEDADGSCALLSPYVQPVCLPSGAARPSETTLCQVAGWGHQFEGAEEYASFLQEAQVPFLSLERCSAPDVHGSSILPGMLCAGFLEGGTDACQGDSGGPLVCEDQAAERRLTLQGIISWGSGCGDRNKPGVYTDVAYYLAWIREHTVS
FXIa inh 1536 – factor XIa (human) inhibition; purified FXIa, Boc-Glu-Ala-Arg-AMC fluorogenic substrate; 220,000 tested, 0.14% active; P03951; inhibition, % at 5 µM;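 active = inhibition of at least 40%; inactive = inhibition below 40%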;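 note: fluorescence of freed AMC excited at 355 nm; 0% = enzyme without compound and 100% = no enzyme blank; many of its hits are not listed in these tables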
Tb hexokinase – blocks Trypanosoma brucei hexokinase 1 activity; 220,000 tested, 0.11% active; inhibition, % at 10 µM; recombinant TbHK1, G6PDH-coupled NADH A340;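 active = inhibition of 50% or more in the single-dose primary screen; inactive = inhibition below 50%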
PGE2 EP2 inh – blocks the human prostaglandin E2 receptor EP2. C6 glioma cells expressing human EP2, cAMP TR-FRET; cells stimulated with saturating PGE2. inhibition, % at 25 µM. 260,000 tested, 0.52% active. AID 1422;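 active = percent inhibition above 40 after rounding to a whole number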;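 note: rat C6 glioma host cells with rolipram phosphodiesterase inhibitor present; the protocol text gives 20 µM as final concentration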
Target sequence (P43116 whole entry, looked up): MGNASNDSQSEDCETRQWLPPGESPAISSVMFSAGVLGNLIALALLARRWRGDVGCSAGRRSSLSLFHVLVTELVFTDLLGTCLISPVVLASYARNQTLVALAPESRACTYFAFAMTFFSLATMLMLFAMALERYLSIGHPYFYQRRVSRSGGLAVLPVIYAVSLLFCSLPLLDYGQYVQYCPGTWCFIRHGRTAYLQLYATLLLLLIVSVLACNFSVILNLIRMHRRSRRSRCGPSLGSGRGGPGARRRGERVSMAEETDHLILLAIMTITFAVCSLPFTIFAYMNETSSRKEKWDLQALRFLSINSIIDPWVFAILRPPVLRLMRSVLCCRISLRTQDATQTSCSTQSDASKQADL
CHOP inhibitor – CHOP inhibition in unfolded protein response. CHO-K1 CHOP-promoter luciferase, tunicamycin-induced, 15-18 h. inhibition, % at 10 µM. 220,000 tested, 3.8% active. AID 2732;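 active = compounds that reduced the stress-induced luciferase reporter signal by more than about 70% of percent inhibition, limit read from the data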;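 note: 0% = tunicamycin plus vehicle and 100% = wells without tunicamycin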
PPC-1+TRAIL kill – kills PPC-1 cancer cells in the presence of TRAIL. 220,000 tested, 0.41% active. PPC-1 cells + TRAIL, ATPLite viability luminescence. cell killing (% activity), % at 4 µM;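 active = cell killing above 50% in the first pass at 4 µM, then a duplicate retest at 5 µM averaging 50% or more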;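 note: plate controls were cells with TRAIL plus DMSO for no effect and medium-only wells lacking cells for full effect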
Wee1 degr inh – inhibitors of human Wee1 degradation. P30291. HeLa Luc-Wee1K328M stability, luciferase luminescence; 100% = proteasome inhibitor MG132 effect. reporter increase, % at 5 µM. 220,000 tested, 1.2% active. AID 1321;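 active = activation above the mean of all tested compounds plus 3 SD, set per screening run, cut at about 8.8% in these data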;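 note: cells exposed to compound for 20 h before luminescence read; 0% = DMSO alone and 100% = MG132 at 30 µM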
zVAD death inh – blocks zVAD induced death of L929 cells; viability rescue, % at 10 µM; 220,000 tested, 0.38% active; L929 zVAD necroptosis rescue, ATP luminescence, 24 h; with zVAD 60 µM;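 active = activation, scaled between plate controls, above about 75%, limit read from the data; inactive = activation under that limit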;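 note: 0% = zVAD with DMSO and 100% = DMSO alone without zVAD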
TNF death inh – blocks TNF-alpha induced death of Jurkat FADD-/- cells; AID 463075; Jurkat FADD-/- TNF necroptosis rescue, ATP luminescence, 24 h; 0 = TNF only, 100 = no-TNF cells; activation (protection from cell death), % at 10 µM; 220,000 tested, 0.068% active;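 active = activation, meaning protection from cell death, of at least 50% relative to plate controls; inactive = activation below 50%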;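 note: necroptosis triggered by 40 ng/mL TNF-alpha added together with compound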
The depositor's hits bear a star; . = not tested or not shown; & = joins results of further samples. This is a subset, so the mix of outcomes need not match the whole.

SMILES	FXIIa inh	FXIa inh 1536	Tb hexokinase	PGE2 EP2 inh	CHOP inhibitor	PPC-1+TRAIL kill	Wee1 degr inh	zVAD death inh	TNF death inh
COc1ccc(/C=C/C(=O)OCC(=O)Nc2ccc(N3CCOCC3)cc2)cc1OC	4	-10	-20	7	-16	15	2	0.5	2.2
CC(=Nc1cccc(C)c1)c1sc2ccccc2c1O	0	-11	-8	20	77*	12	0	-0.3	-1.8
Cc1ccccc1-n1c(SC(C)C(N)=O)nnc1-c1cccnc1 (stereo not given)	14	18	5	4	-9	21	-1	-0.3	-2.4
Cc1nn(C)c(=O)c(N)c1-c1cc(-c2ccc(Cl)c(Cl)c2)n[nH]1	5	3	-9	4	24	11	2	0.5	5.3
CCCN(CCC)S(=O)(=O)c1ccc(C(=O)Nc2ccc(OCC(=O)N3CCOCC3)cc2)cc1	12	1	-12	5	37	11	1	-0.7	-1.9
COC(=O)c1ccc(NC(=S)NC2CC3CCC2C3)cc1 (stereo not given)	5	9	37	4	-11	35	5	0.4	2.0
Cc1nn(-c2ccccc2)c(N2CCCC2)c1/C=C1\N=C(c2ccccc2)OC1=O	26	10	-12	8	26	7	-1	0.4	0.6
CC(C)OCCCNc1ncnc2c1[nH]c1ccccc12	0	-3	-20	15	.	25	-2	19	-11
CCOC(=O)CC(NC(=O)c1ccc(C)cc1)c1ccc(C)cc1 (stereo not given)	8	-5	-1	8	6	10	14*	-0.2	1.3
COc1cccc(CN(C)C(=O)c2cccc(OC3CCN(C4CCCC4)CC3)c2)c1	7	-3	-7	6	15	11	-1	-0.6	0.9
Cc1cc(C(=O)Nc2ccc(F)cc2C)n(-c2ccccc2)n1	7	-2	-3	2	3	-6	0	-0.5	0.2
CCOC(=O)c1sc(=S)n(-c2ccc3c(c2)OCO3)c1N	24	9	-31	8	14	-9	3	1.4	0.4
Cc1ccc(S(=O)(=O)N2CCN(S(=O)(=O)c3ccc(C)cc3)C3OCCOC32)cc1 (stereo not given)	-20	-5	1	11	-4	-12	0	0.7	1.7
O=C(Nc1ccc2oc(-c3ccccc3F)nc2c1)c1cncc(Br)c1	-22	-12	-3	12	-4	13	2	1.0	1.5
CC(C)CNC(=O)C1c2ccccc2Oc2ccccc21	12	-1	-4	10	-21	7	-5	0.5	0.0
CCOC(=O)Nc1ccc2c(c1)N(C(=O)CCN1CCN(CCO)CC1)c1ccccc1CC2	3	-11	0	22	-12	-16	5	-0.4	-0.1
O=C(O)CC(CC(=O)Nc1nncs1)c1ccccc1 (stereo not given)	2	0	5	12&4	5	13	-1	0.5	0.0
Cc1ccc(-n2c(SCc3cn4ccsc4n3)nc3ccccc3c2=O)cc1	0	3	1	-4	-16	-15	-3	-0.4	-6.1
CC(C)OC(=O)Nc1ccc(-c2ccc(NC(=O)OC(C)C)cc2Cl)c(Cl)c1	8	0	-5	3	14	9	4	0.2	-0.9
O=C(Nc1ccn(-c2ccccc2)n1)c1ccccc1Br	24	22	-2	12	-40	28	2	2.2	3.0
COc1ccc(-c2noc(CCC(=O)N3CCN(c4cc(C)ccc4C)CC3)n2)cc1	18	9	3	12	-16	5	2	0.5	-0.5
CCCCn1c(=O)c(C(=O)N/N=C/c2ccc(F)cc2)c(O)c2ccccc21	10	2	-19	5	16	.	1	1.4	-0.2
CCSC1=NC(=O)/C(=C2/C=Cc3ccccc3N2CC)S1	15	6	-5	13	48	36	2	-0.3	-1.8
C/C(=N\Nc1ccc([N+](=O)[O-])cc1)c1ccco1	6	5	-4	3	37	32	4	0.6	2.6
Cc1ccc(-n2c(CNc3ccc(C)c(Cl)c3)n[nH]c2=S)cc1	6	1	-1	9	42	13	-1	-1.9	-0.2
COc1ccc(C(C)=O)cc1CSc1nncn1C	4	-9	3	5	3	4	-2	1.2	-0.7
CCOCCCNC(=O)CCCC1=NS(=O)(=O)c2ccccc2N1	27	18	-2	8	19	20	-2	.	1.4
COc1ccc(-n2c(CNC(=O)c3ccc(S(=O)(=O)N4CCCC4)cc3)n[nH]c2=S)cc1	11	7	32	9	0	3	-3	0.1	-0.1
CCc1ccc2c(c1)C(C)=CC(C)(C)N2	9	-3	-3	8	47	7	0	-0.4	2.2
CC(C)OC(=O)CSc1nc(N)c(C#N)cc1C#N	8	-1	-16	10	-3	7	-4	1.7	-1.2
COc1ccccc1C(=O)Nc1ccon1	14	-8	-5	7	17	6	0	-0.6	-0.9
C/C(=N/O)c1ccccn1	7	-1	-10	20	26	15	3	0.2	0.0
O=C(O)CSc1cccc[n+]1[O-]	14	5	4	8	21	23	-3	1.3	-0.6
CO/N=C/C1CCN(c2ncc(C(F)(F)F)cc2Cl)C1=O (stereo not given)	11	2	6	1	16	9	-2	2.1	0.9
Cc1cccc(C)c1NC(=O)CNC(=O)CCC(=O)c1cccs1	0	-12	21	8	-1	-3	2	0.9	0.3
COc1ccc(CCNC(=O)CSc2nc(C)nc3c2oc2ccccc23)cc1OC	6	-3	8	10	6	16	1	-0.5	-2.7
O=[N+]([O-])c1cccc(/C=N/Nc2nnc(-c3ccccc3)c(-c3ccccc3)n2)c1	3	10	-8	8	20	1	1	1.1	1.1
Cn1nc(C(F)(F)F)c(C#N)c1N1CCN(c2ccc(F)cc2)CC1	15	1	-5	16	50	4	-1	0.9	-1.2
COC(=O)CC1C(=O)NCCN1C(=S)Nc1cccc(C)c1 (stereo not given)	45*	35	4	8	-2	21	-2	0.6	1.5
CN1C(=O)C(O)(CC(=O)c2ccccn2)c2cc(Br)ccc21 (stereo not given)	10	2	-3	17	-13	-8	2	2.3	-2.7
COc1ccc(C(=O)CSc2ccccc2C(=O)O)cc1	14	8	7	8	1	28	0	0.4	-0.7
CCN(CC)CCCN1C(=O)c2oc3ccccc3c(=O)c2C1c1cc(OC)ccc1OC (stereo not given)	14	5	6	6	-33	14	1	3.0	2.1
CCCCc1ccc(-c2csc(/C(C#N)=C/c3ccco3)n2)cc1	11	5	20	9	1	4	-1	0.8	1.8
O=C(/C=C/Nc1ccccc1C(=O)O)c1cccs1	12	2	-35	10	-6	9	1	1.7	-0.1
COc1ccc(-c2[nH]ncc2CN(C)Cc2cccnc2)c(OC)c1	7	4	-3	9	13	0	0	-0.3	0.8

Only zVAD death inh, for some of the entries so far:
Compound | zVAD death inh
O=[N+]([O-])c1cccc(/C=N/Nc2nnc(-c3ccccc3)c(-c3ccccc3)n2)c1 | 1.1
Cn1nc(C(F)(F)F)c(C#N)c1N1CCN(c2ccc(F)cc2)CC1 | 0.9
COC(=O)CC1C(=O)NCCN1C(=S)Nc1cccc(C)c1 (stereo not given) | 0.6
CN1C(=O)C(O)(CC(=O)c2ccccn2)c2cc(Br)ccc21 (stereo not given) | 2.3

Later entries.
SMILES	FXIIa inh	FXIa inh 1536	Tb hexokinase	PGE2 EP2 inh	CHOP inhibitor	PPC-1+TRAIL kill	Wee1 degr inh	zVAD death inh	TNF death inh
CC(=O)c1sc(NC(=O)c2ccc(F)c(F)c2)nc1C	-9	-2	-22	9	-17	25	1	0.3	1.9
CN(c1ccccc1)S(=O)(=O)c1cccc(NC(=O)CCN2C(=O)C3CCCCC3C2=O)c1 (stereo not given)	7	4	-1	9	17	-1	4	0.6	1.5
COc1cc(S(=O)(=O)N2CCN(c3ccc(F)cc3)CC2)ccc1Cl	15	3	-5	11	35	8	2	0.9	1.4
COc1ccccc1-n1cnc2c(c1=O)c1nc3ccccc3nc1n2CCc1ccccc1	14	8	-1	6	21	11	-2	.	-1.8
COC(=O)CSc1nnc(-c2cccc(NC(=O)c3ccc(C)cc3)c2)n1C	-9	-6	-1	14	6	20	1	0.2	-3.4
Nc1nonc1C(=O)N1CCCC1	5	-6	-2	10&9	0	17	-3	0.8	0.6
CNC(=O)c1nn(-c2ccc(Cl)cc2)ccc1=O	6	-4	-19	6	-4	8	1	0.1	-5.5
Cc1ccc(N(CC(=O)Nc2cccc(N(C)S(C)(=O)=O)c2)S(C)(=O)=O)cc1	8	-7	-6	7	-30	27	-1	-0.7	-4.6
COC(=O)c1c(N)c(C#N)c2n1CCCCC2	7	-7	-6	5	8	-18	0	0.4	-1.3
COCCNCCCCOc1ccc(Br)cc1C	6	5	15	10	-1	28	-2	0.7	4.1
Cc1nn(-c2ccccc2)c(C)c1C(=O)Oc1ccccc1	13	2	-5	10	3	17	4	0.3	4.2
CC1=CC(C)(C)N2C(=O)C3(C(C#N)=C(N)OC4=C3C(=O)CC(C)(C)C4)c3c(C)c(C)cc1c32 (stereo not given)	-4	-16	-14	5	54	3	0	-0.5	-2.3
O=C(COC(=O)/C=C/c1nc2ccccc2s1)Nc1cccc(Cl)c1Cl	-6	-11	5	4	60	-2	4	-0.2	1.4
CCOC(=O)C1=C(C)Nc2ccccc2N=C1NC(=O)CCCN1C(=O)c2ccccc2C1=O	3	-5	-18	9	21	16	5	0.0	1.0
CCC(=O)Nc1nnc(-c2ccncc2)s1	4	-4	-6	5	20	-13	0	1.2	0.3
O=C(CSc1nc2cc(Cl)ccc2o1)c1cccs1	21	4	-3	20	28	14	6	-0.3	1.9
COCCn1c(=NC(=O)c2sc3ccccc3c2Cl)sc2cc(S(N)(=O)=O)ccc21	-2	-4	-7	12	75*	-5	-3	0.7	3.1
Cc1ccc(-n2cc(C(=O)c3ccc(F)cc3)nn2)cc1Cl	20	2	5	.	45	13	0	0.1	-1.2
Fc1ccc(-c2cc3nc(-c4ccccc4)cc(N4CCOCC4)n3n2)cc1	5	2	-11	9	-29	13	1	1.2	-0.5
C=C(C)Cn1c(SCC(=O)N/N=C/c2c(O)ccc3ccccc23)nc2ccccc2c1=O	7	1	1	1	19	17	1	6.0	0.5
c1ccc(COC2CCCN(Cc3nc(-c4cnccn4)no3)C2)cc1 (stereo not given)	8	-2	7	6	-9	-2	-3	0.1	-0.9
O=C1C2C3C=CC(C3)C2C(=O)N1c1cccc(N2C(=O)C3C4C=CC(C4)C3C2=O)n1 (stereo not given)	16	4	4	9	-5	17	0	0.5	-1.3
Cc1ccc(C(=O)NCC2CCCO2)cc1[N+](=O)[O-] (stereo not given)	10	5	33	8	-8	27	3	1.4	0.7
Nc1nnc(-c2ccc(F)cc2)s1	5	-30	6	2	49	4	0	3.1	-1.6
CCOc1cc(/C=N/NC(=O)CSc2nncn2C)ccc1OCc1ccccc1	23	26	-17	2	6	21	-4	1.0	0.5
C[n+]1cnn2c1SCC1(COC1)C2	14	15	2	9	-27	2	-3	-0.1	-1.6
CCCCN(C)CCCNC(=O)CN1C(=O)CSc2ccc(S(=O)(=O)N3CCOCC3)cc21	3	10	7	7	-11	5	-1	.	0.2
Cc1cc(C(F)(F)F)c(C#N)c(SCC(=O)Nc2nc3ccccc3s2)n1	5	3	2	7	66	11	-1	0.5	3.4
CC(C)(C)c1nc2ccccc2[nH]1	11	3	-7	10	38	14	1	-0.5	1.6
COc1ccc(CNc2nc3nc(C)cc(C)n3n2)cc1OC	21	16	-6	6	-10	2	-3	0.5	1.4
CCOC(=O)c1ccc(Oc2nc(NC)nc(Nc3ccccc3)n2)cc1	-18	-11	-4	6	53	12	0	0.7	4.8
Cc1cccc(OCCNC(=O)c2cncc(Br)c2)c1	3	-3	7	10	1	13	0	0.6	2.4
O=C1CCc2cc(S(=O)(=O)N3CCN(Cc4ccc5c(c4)OCO5)CC3)ccc2N1	-4	-16	4	6	-13	8	7	-0.3	-0.2
